# FID counter – fluorescent intercalator displacement, NS3 helicase counter-screen. DNA fluorescent intercalator displacement, fluorescence. inhibition, % at 7.9 µM. hit rate 0.17% among 290,000; in the data active means inhibition above about 37%;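 further: 0% = vehicle and 100% = reference compound; higher means more ethidium bromide displaced from hairpin DNA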
# MEKK2wt PB1 HTS – raises or lowers MEK5 binding to wildtype human MEKK2 PB1 domain | hit rate 1.1% among 290,000 | binding response (% of control), % at 10 µM | bead flow cytometry, Alexa488-MEK5 binding to MEKK2 WT; actives lie on both sides | Q9Y2U5; in the data active means binding response below about 67% or above about 130%
# MEKK2mut PB1 HTS – signal of MEK5 binding to mutant human MEKK2 PB1 domain. bead flow cytometry, Alexa488-MEK5 binding to MEKK2 mutant. percent response, % at 10 µM. hit rate 0.35% among 290,000; in the data active means percent response above about 24%, passing the limit was not always enough; further: inactives centre near 1; some results filed as inactive read as strong as hits
# NS3 helicase inh – blocks Hepatitis C virus NS3 helicase unwinding; hit rate 0.56% among 290,000; NS3 helicase DNA unwinding, Cy5 molecular beacon fluorescence; AID 1800; inhibition, % at 10.9 µM;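 active means inhibition above the mean of all tested compounds plus 3 SD, set per campaign, cut at about 35% in these data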;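 further: 0% = DMSO wells and 100% = thioflavine S control wells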
#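 Compound dosing – single dose, 10.9 µM nominal final, DMSO 0.8% final · System – NS3 helicase fragment of HCV · Buffer or medium – MOPS pH 6.5, MgCl2, DTT, Tween20, BSA · Signal – Cy5 beacon fluorescence read at start and 1 h · Also added – annealed dual-labelled DNA beacon duplex, ATP-started · Schedule – 1 h at 25 °C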
# CRFR2-BP ag – agonists of human CRF-binding protein/CRF-R2 receptor complex | HEK293 CRF-R2/CRF-BP, calcium dye fluorescence (FLIPR); percent of saturating CRF peptide response | activation, % at 13.2 µM | hit rate 0.46% among 350,000;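 active means activation of at least 50%, plus an integration ratio under a set limit after plate pattern correction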;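 further: plate controls were neutral control wells without compound for no effect and CRF at EC100 for full effect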
# GalR3 antag – antagonists of human GalR3 | O60755 | HEK293 GalR3-CNG cAMP membrane potential fluorescence; galR3 body fused to GalR1 C-terminus | inhibition, % at 3 µM | hit rate 0.44% among 360,000 | AID 651719;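 active means inhibition above the screen-wide average plus 3 SD, cut at about 13% in these data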;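 further: forskolin and galanin both at EC90 stimulate the cells; cAMP rise reported by CNG channel membrane potential dye signal; 0% = forskolin plus galanin with DMSO and 100% = forskolin alone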
# Target sequence (O60755 1-299 limits assumed): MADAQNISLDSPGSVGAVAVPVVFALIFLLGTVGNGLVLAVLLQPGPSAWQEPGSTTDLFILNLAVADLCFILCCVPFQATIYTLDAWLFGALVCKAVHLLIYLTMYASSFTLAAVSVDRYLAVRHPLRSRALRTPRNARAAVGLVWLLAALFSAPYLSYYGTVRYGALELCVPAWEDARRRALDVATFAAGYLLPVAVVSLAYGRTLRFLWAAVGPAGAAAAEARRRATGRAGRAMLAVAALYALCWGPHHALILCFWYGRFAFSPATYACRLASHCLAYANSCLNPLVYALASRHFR
# MEKK3 PB1 HTS – MEKK3-MEK5 PB1 interaction, increase or decrease. binding response (% of control), % at 10 µM. AID 1529. bead-based flow cytometry, Alexa488-MEK5 binding to MEKK3; actives lie on both sides; 0 = blocked by unlabeled MEK5, 100 = vehicle. hit rate 1.4% among 290,000;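 active means binding response more than 3 SD above or below the average of its plate-row segment, actives on both sides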;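 further: Alexa488 bead fluorescence after subtracting the streptavidin-only scavenger bead signal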
# Target sequence (Q99759 whole entry, looked up): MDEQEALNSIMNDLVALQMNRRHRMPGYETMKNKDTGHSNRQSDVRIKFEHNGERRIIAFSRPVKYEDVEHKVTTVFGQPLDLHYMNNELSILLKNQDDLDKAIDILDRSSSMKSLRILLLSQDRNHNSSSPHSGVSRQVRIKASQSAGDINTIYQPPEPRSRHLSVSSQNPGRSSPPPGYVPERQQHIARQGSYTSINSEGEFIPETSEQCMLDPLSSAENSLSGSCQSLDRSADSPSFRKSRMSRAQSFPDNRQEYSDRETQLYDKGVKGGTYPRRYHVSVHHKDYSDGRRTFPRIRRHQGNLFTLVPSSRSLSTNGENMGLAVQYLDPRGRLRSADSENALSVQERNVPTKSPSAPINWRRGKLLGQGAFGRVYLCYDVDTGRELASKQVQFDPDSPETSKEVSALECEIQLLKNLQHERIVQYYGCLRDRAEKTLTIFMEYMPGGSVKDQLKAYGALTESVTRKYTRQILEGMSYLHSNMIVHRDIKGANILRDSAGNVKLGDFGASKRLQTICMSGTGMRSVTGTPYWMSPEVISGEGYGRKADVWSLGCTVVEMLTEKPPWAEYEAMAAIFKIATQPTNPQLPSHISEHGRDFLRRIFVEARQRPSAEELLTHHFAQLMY
# UBC9 SUMO inh – SUMOylation inhibition | inhibition, % at 35 µM | hit rate 0.36% among 290,000 | HTRF SUMOylation assay, SAE1/SAE2 + UBC9, in vitro | P63279; in the data active means inhibition above about 50%, passing the limit was not always enough; further: strong numbers were not always called active
# CRFR2-BP antag – antagonists of CRF-binding protein/CRF-R2 receptor complex. hit rate 0.59% among 350,000. HEK293 CRF-R2/CRF-BP, CRF-induced calcium fluorescence. inhibition, % at 11.8 µM;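 active means inhibition of the ligand-induced calcium signal above about 50% at the single tested concentration, limit read from the data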
# Numbers without * were called inactive; · = not tested or not shown. These rows are one share of the data; count on the stated rates, not on these rows.
nr	compound	FID counter	MEKK2wt PB1 HTS	MEKK2mut PB1 HTS	NS3 helicase inh	CRFR2-BP ag	GalR3 antag	MEKK3 PB1 HTS	UBC9 SUMO inh	CRFR2-BP antag
1	CCCCC(=O)NC(=S)Nc1cc([N+](=O)[O-])ccc1OC	4	106	5	12	0.1	-3	105	4	8
2	Cc1cccc(-n2c(SCC(=O)NCc3ccco3)nc3ccccc3c2=O)c1	-7	87	-8	1	-1.4	2	92	20	16
3	Cc1cc(C2=NNC(=NC3CCCCC3)SC2)c(C)n1-c1c(C)n(C)n(-c2ccccc2)c1=O	-21	102	-1	8	0.5	3	105	-5	-2
4	COc1ccccc1CNC(=O)CN1CCN(S(=O)(=O)c2cccs2)CC1	-25	102	3	2	0.3	-3	97	-2	2
5	Cc1ccc(C(=O)Nc2cccnc2)cc1S(=O)(=O)N1CCCCCC1	-27	103	-1	7	1.7	-1	99	-4	-26
6	c1ccc(-c2nc(N3CCOCC3)cc(N3CCOCC3)n2)cc1	-14	105	9	0	-0.2	-5	104	-2	-23
7	CC(C)(C)OC(=O)COc1ccc(/C=N/NC(=O)CN2CCCCC2)cc1	-5	97	-3	-5	-2.9	-6	97	4	21
8	O=C1Cc2ccccc2C(c2ccccc2)N1 (centres undefined)	-6	85	-10	-9	-0.1	-2	84	-7	13
9	CC1CCC(NC(=O)C2CCN(c3c4c(nc5ncnn35)CCC4)CC2)CC1 (centres undefined)	-36	95	0	-1	-1.4	·	101	2	-10
10	COC(=O)C(C)N(C(=O)c1cccc(Cl)c1)c1c(C)cccc1C (centres undefined)	-29	106	7	-2	0.1	-7	105	-14	-3
11	COc1ccc(OC)c(Cc2nnc(CCC(=O)NC3C4CC5CC(C4)CC3C5)o2)c1 (centres undefined)	-38	90	-10	-20	2.0	0	100	-3	-10
12	Cc1nc2nc(NC(=O)c3ccco3)nn2c(C)c1Cl	-3	111	8	5	0.6	-5	104	2	2
13	O=C(NCCCN1CCCC1=O)NC12CC3CC(CC(C3)C1)C2	-9	102	7	-9	1.7	-6	102	-5	5
14	COc1cc(/C=C/C(=O)O)cc(S(=O)(=O)Nc2ccc3c(c2)OCO3)c1OC	-14	95	1	10	-1.8	-3	103	2	6
15	O=C(CN1C(=O)c2ccccc2C1=O)Nc1ccc(S(=O)(=O)N2CCOCC2)cc1	5	99	-3	9	0.6	-4	97	5	-9
16	O=C(NC(C(=O)c1ccccc1)n1cnccc1=O)c1ccccc1 (centres undefined)	-2	107	10	0	-2.6	3	107	7	12
17	O=C(CNC(=O)c1nc[nH]c1C(=O)NCC(=O)OCc1ccccc1)OCc1ccccc1	-26	95	-6	-11	-0.8	-3	102	6	11
18	Cc1ccc(S(=O)(=O)NCC(=O)N(CC(=O)NC2CCCCC2)Cc2ccco2)cc1	-19	102	2	3	0.0	-1	100	11	-18
19	Cc1ccc(CNc2ccc3c(c2)OCO3)cc1	0	89	-1	-15	12	·	65	12	-20
20	C/C=C\C=C\C(=O)Nc1cccc(C2=NOC3(C2)C[C@@H](C(N)=O)N(C(=O)C(c2ccccc2)c2ccccc2)C3)c1 (some centres undefined)	·	92	-2	·	2.1	-8	95	-7	-3
21	CC(C)NS(=O)(=O)c1ccc(CCC(=O)NCc2cccnc2)cc1	-4	102	2	5	-0.9	2	99	3	10
22	COc1ccc(OC)c(S(=O)(=O)N2CCCCC2C(=O)O)c1 (centres undefined)	-2	106	7	-4	-1.2	-3	111	-6	19
23	COC(=O)CNC(=O)CSc1nc2c(sc(=S)n2-c2ccccc2)c(=O)[nH]1	-25	98	-2	19	0.7	-10	101	0	-9
24	Cc1ccc(-n2nc3c(=O)n(CCCC(=O)N4CCC(C)CC4)nc(C)c3c2C)cc1	-57	97	0	-6	-4.3	3	95	10	-2
25	O=C(NCCc1ccc(C(F)(F)F)cc1)c1ccc(Cl)nc1	-8	105	7	1	-0.3	-9	105	-18	14
26	CCOC(=O)c1ccc(NS(=O)(=O)c2cnc[nH]2)cc1	1	106	7	0	4.0	4	104	22	0
27	Cc1csc(SCC(=O)Nc2nnc(C)s2)n1	-3	95	8	8	-0.4	-5	98	10	-1
28	CC(NC(=O)C(c1ccccc1)c1ccccc1)C(=O)O (centres undefined)	-4	98	3	3	3.2	-12	106	38	-4
29	Cc1ccc(C2=NN(C(=O)c3cccs3)C(c3ccccc3O)C2)cc1 (centres undefined)	0	80	-6	-1	-2.1	-4	85	27	75*
30	COc1ccccc1CCC(=O)OCC(=O)Nc1c(Br)cc(C)cc1Br	-33	95	0	2	-1.3	-8	102	10	21

# Another view of part of the listing above.
# Below each SMILES: FID counter | MEKK2wt PB1 HTS | MEKK2mut PB1 HTS | NS3 helicase inh | CRFR2-BP ag | GalR3 antag | MEKK3 PB1 HTS | UBC9 SUMO inh | CRFR2-BP antag
14) COc1cc(/C=C/C(=O)O)cc(S(=O)(=O)Nc2ccc3c(c2)OCO3)c1OC
→ -14 | 95 | 1 | 10 | -1.8 | -3 | 103 | 2 | 6
15) O=C(CN1C(=O)c2ccccc2C1=O)Nc1ccc(S(=O)(=O)N2CCOCC2)cc1
→ 5 | 99 | -3 | 9 | 0.6 | -4 | 97 | 5 | -9
16) O=C(NC(C(=O)c1ccccc1)n1cnccc1=O)c1ccccc1 (centres undefined)
→ -2 | 107 | 10 | 0 | -2.6 | 3 | 107 | 7 | 12

# Quoted from the listing.
# MEKK2wt PB1 HTS result of CC(NC(=O)C(c1ccccc1)c1ccccc1)C(=O)O (centres undefined) is entered as 98
# CRFR2-BP ag result of Cc1cccc(-n2c(SCC(=O)NCc3ccco3)nc3ccccc3c2=O)c1 is entered as -1.4
# UBC9 SUMO inh result of CC(C)(C)OC(=O)COc1ccc(/C=N/NC(=O)CN2CCCCC2)cc1 is entered as 4
# NS3 helicase inh result of O=C(NCCc1ccc(C(F)(F)F)cc1)c1ccc(Cl)nc1 is entered as 1
# MEKK3 PB1 HTS result of Cc1csc(SCC(=O)Nc2nnc(C)s2)n1 is entered as 98

# Returning to the listing with the 6 entries that preceded the break.
nr	compound	FID counter	MEKK2wt PB1 HTS	MEKK2mut PB1 HTS	NS3 helicase inh	CRFR2-BP ag	GalR3 antag	MEKK3 PB1 HTS	UBC9 SUMO inh	CRFR2-BP antag
25	O=C(NCCc1ccc(C(F)(F)F)cc1)c1ccc(Cl)nc1	-8	105	7	1	-0.3	-9	105	-18	14
26	CCOC(=O)c1ccc(NS(=O)(=O)c2cnc[nH]2)cc1	1	106	7	0	4.0	4	104	22	0
27	Cc1csc(SCC(=O)Nc2nnc(C)s2)n1	-3	95	8	8	-0.4	-5	98	10	-1
28	CC(NC(=O)C(c1ccccc1)c1ccccc1)C(=O)O (centres undefined)	-4	98	3	3	3.2	-12	106	38	-4
29	Cc1ccc(C2=NN(C(=O)c3cccs3)C(c3ccccc3O)C2)cc1 (centres undefined)	0	80	-6	-1	-2.1	-4	85	27	75*
30	COc1ccccc1CCC(=O)OCC(=O)Nc1c(Br)cc(C)cc1Br	-33	95	0	2	-1.3	-8	102	10	21
31	CC(=O)Nc1cccc(OCC(=O)Nc2ccccc2)c1	1	·	·	-11	0.8	-3	·	-6	-1
32	CCN1C(=NCc2ccc(OC)cc2)N[C@@H](c2ccccc2)C(C(=O)OC)=C1C	24	102	-7	-2	-0.3	-7	99	0	2
33	O=C(Cn1cnc2ccccc2c1=O)N1CCc2ccccc2C1	0	98	-1	1	-1.8	-4	102	-5	7
34	CC(=O)N1CCOc2ccc(S(=O)(=O)N3CCC(C(=O)NCc4ccccc4)CC3)cc21	-37	99	0	11	6.4	-2	101	-4	4
35	CC(C)(C)CC(C)(C)NC1=CC(=O)OC12CCCCC2	-4	102	3	1	-1.8	-2	104	10	4
36	NC(=O)Cn1cnc2nc3n(c2c1=O)CCC3	0	89	-8	2	0.1	3	92	9	7
37	CC(C)Oc1ccc(C(=O)NC2CCN(Cc3ccccc3)CC2)cc1	4	116	4	5	4.2	-7	107	-6	-15
38	C=CCn1c(SCc2cc(=O)n3ccsc3n2)nnc1C1CCCCC1	-21	98	-3	15	0.2	-4	95	24	-1
39	CC(=O)c1cn(CCC(C)C)c(=O)[nH]c1=O	-2	105	8	-7	7.6	-5	109	-3	-19
40	CCn1cc(/C=N/NC(=O)c2ccc3c(c2)OCO3)cn1	-11	96	-2	8	0.3	-8	97	-4	2
41	CCOC(=O)c1sc(NC(=O)CNC(=O)Cn2cnc3sc(C)c(C)c3c2=O)nc1C	0	96	2	5	1.0	-5	94	10	-9
42	O=[N+]([O-])c1cc(C(F)(F)F)ccc1NCCOc1ccccc1	8	83	-6	-16	-0.7	-1	78	-18	-9
43	CCOC(=O)C1CCN(C(=O)CN(C)S(=O)(=O)c2ccc3c(c2)c(=O)n(C)c(=O)n3C)CC1	-27	105	2	-3	0.1	-7	103	14	-8
44	CCC(=O)Nc1ccc(C(=O)OCc2ccc(Cl)c(Cl)c2)cc1	-2	118	0	3	1.3	-3	102	-19	-99
45	O=C1CC(N2CCN(C(c3ccccc3)c3ccccc3)CC2)C(=O)N1Cc1ccc(N2CCCC2=O)cc1 (centres undefined)	-24	93	-2	2	0.2	-1	95	2	-9
46	COc1cc(C=C2C(=O)c3ccccc3C2=O)cc(OC)c1OC	-20	91	-3	17	1.2	5	95	-13	88*
47	CC1(C)CC(=O)C2=C(C1)OC(N)=C(C#N)C21CCC2(CC1)OCCO2	-1	96	-4	1	0.0	-2	95	-2	8
48	Cc1ccc(C(=O)Nc2cccnc2Oc2ccc(Cl)cc2)cc1	-29	98	-1	-8	-1.9	-4	95	5	7
49	COc1cc(OC)cc(C(=O)N2CCN(C(=O)c3cccs3)CC2)c1	-22	96	1	26	-0.7	10	99	6	3
50	COc1ccc(NC(=O)c2cc(S(=O)(=O)N3CCc4ccccc43)cn2C)cc1OC	-27	100	-5	-5	-1.6	·	103	-9	19
51	Cc1c(S(=O)(=O)N2CCN(c3ccc(F)cc3)CC2)c(=O)n(C)c(=O)n1C	-16	89	-1	5	-2.1	3	86	6	-1
52	CN(Cc1ccccn1)C(=O)CC1C(=O)NCCN1Cc1cccc(Oc2ccccc2)c1 (centres undefined)	-34	93	-9	8	-1.5	-1	84	18	-29
53	CCOc1ccccc1N1CCN(C(=O)C2c3ccccc3Oc3ccccc32)CC1	-26	103	3	-1	1.1	-7	106	6	-7

# Bioassay records as filed in PubChem BioAssay.
